Screens from PubChem.
FBW7 act = human FBW7 E3 ligase activation, primary screen | Q969H0 | AlphaScreen FBW7–phospho-cyclin E peptide binding, activator screen | normalized activity (activation), % at 26.1 µM | 650,000 compounds, 0.13% hits | AID 1259310; in the data active means normalized activity above about 1.9%;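 further: purified mutant Fbw7 with reduced substrate affinity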
TEAD-YAP inh = TEAD-YAP interaction inhibition. HEK-TIYL cells, TEAD-Gal4/YAP UAS-luciferase luminescence. inhibition, % at 9.12 µM. 640,000 compounds, 1.4% hits. AID 1259422; in the data active means inhibition above about 32%;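 further: 0% = median of test compound wells and 100% = reference inhibitor wells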
GPR151 ag = activates the human receptor GPR151. AID 1508602. PathHunter beta-arrestin GPR151 cells, luminescence. Q8TDV0. activation, % at 11.2 µM. 650,000 compounds, 1% hits; in the data active means activation above about 4.9%;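 further: 0% = median of compound wells and 100% = cells with positive control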
Target sequence (Q8TDV0 whole entry, looked up): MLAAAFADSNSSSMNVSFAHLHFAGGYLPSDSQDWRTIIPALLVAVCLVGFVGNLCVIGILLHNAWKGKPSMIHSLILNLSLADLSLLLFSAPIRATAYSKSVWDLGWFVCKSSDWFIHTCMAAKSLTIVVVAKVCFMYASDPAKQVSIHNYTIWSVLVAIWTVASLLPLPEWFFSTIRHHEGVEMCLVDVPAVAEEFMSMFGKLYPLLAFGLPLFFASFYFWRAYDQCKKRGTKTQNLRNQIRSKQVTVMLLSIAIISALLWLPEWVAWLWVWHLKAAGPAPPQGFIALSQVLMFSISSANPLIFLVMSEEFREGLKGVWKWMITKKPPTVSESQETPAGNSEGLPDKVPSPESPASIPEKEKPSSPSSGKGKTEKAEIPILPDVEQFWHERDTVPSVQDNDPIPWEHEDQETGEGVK
MITF primary = inhibitors of human MITF; AlphaScreen MITF homodimerization, bead proximity signal; AID 1259374; 650,000 compounds, 0.91% hits; inhibition, % at 2.6 µM; in the data active means inhibition above about 50%;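 further: 0% = vehicle wells with protein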
Target sequence (O75030 whole entry, looked up): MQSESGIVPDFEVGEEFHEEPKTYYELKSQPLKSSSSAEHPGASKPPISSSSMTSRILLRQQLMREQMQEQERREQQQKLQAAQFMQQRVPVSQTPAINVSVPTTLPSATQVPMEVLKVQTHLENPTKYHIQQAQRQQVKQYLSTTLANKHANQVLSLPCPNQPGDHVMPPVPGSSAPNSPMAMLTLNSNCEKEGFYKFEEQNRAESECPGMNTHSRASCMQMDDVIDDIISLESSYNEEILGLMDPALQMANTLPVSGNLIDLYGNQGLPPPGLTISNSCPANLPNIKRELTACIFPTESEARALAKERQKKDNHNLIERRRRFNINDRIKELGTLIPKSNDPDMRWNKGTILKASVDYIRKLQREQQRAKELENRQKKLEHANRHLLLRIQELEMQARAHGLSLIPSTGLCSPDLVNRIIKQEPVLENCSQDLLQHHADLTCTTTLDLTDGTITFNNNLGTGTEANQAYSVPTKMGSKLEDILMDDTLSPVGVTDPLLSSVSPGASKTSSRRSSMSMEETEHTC
The depositor's hits bear a star.

Results follow in this order: FBW7 act	TEAD-YAP inh	GPR151 ag	MITF primary
[1] O=C(Nc1ccc2[nH]ncc2c1)C1CCN(C(=O)c2cc3cc(F)ccc3[nH]2)CC1
 : 0.1	-8	-1.6	0
[2] COc1ccc2nc(C)cc(Nc3ccc(N4CCN(C)CC4)cc3)c2c1
 : 0.0	77*	-1.4	4
[3] COc1ccc(CC(CC(=O)Nc2ccccc2)C(=O)O)cc1 (centres undefined)
 : 0.0	-4	-1.7	-1
[4] Cc1nc(N2CCCC(O)C2)c2c3c(sc2n1)CC(C)CC3 (centres undefined)
 : 0.2	-6	0.8	1
[5] Cc1cccc(OCCSc2nc(N)cc(N)n2)c1
 : 0.0	-26	0.5	10
[6] CC(C)CC(=O)NCC(c1ccco1)N1CCN(c2ccccc2)CC1 (centres undefined)
 : -0.2	-6	-0.1	13
[7] CN(C(=O)CN1C(=O)NC2(CCc3ccccc32)C1=O)C(c1ccccc1)c1ccccc1 (centres undefined)
 : -0.1	1	1.2	-1
[8] CCc1ccc(-c2cc3c(=O)n(CC(=O)Nc4ccc(C(C)=O)cc4)nc(C)n3n2)cc1
 : 0.4	3	0.7	11
[9] O=C(O)C(Cc1ccccc1)NS(=O)(=O)/C=C/c1ccccc1 (centres undefined)
 : 0.0	-7	1.3	0
[10] CN(c1ccc([N+](=O)[O-])cc1[N+](=O)[O-])C1CCS(=O)(=O)C1 (centres undefined)
 : -0.2	0	-0.9	-10
[11] COCCNS(=O)(=O)c1cc(N(C)S(=O)(=O)c2ccc(Cl)cc2)c(C)cc1C
 : 0.0	-1	0.1	5
[12] CCOC(=O)c1sc2nc(SCC(=O)NC3CCCCC3)n(Cc3ccccc3OC)c(=O)c2c1C
 : 0.5	-4	0.2	5
[13] CC1(C)CC(=O)c2cc(OCC(=O)NCC3CCCO3)ccc2O1 (centres undefined)
 : 0.0	3	-0.2	11
[14] COC(=O)c1ccc(OCC2c3cc(OC)c(OC)cc3CCN2C(=O)c2ccc(C)cc2)cc1 (centres undefined)
 : -0.1	8	1.2	-4
[15] CCOc1ccc(C(=O)Nc2ccc(-c3nc4cc(C(C)C)ccc4o3)cc2)cc1
 : -0.1	-4	0.6	-4
[16] CCc1c(C)sc(NC(=O)c2cc(-c3ccc(C)cc3)nc3ccccc23)c1C(=O)OC(C)C
 : 0.2	-8	-1.6	12
[17] Cc1ccc(Nc2nncc(=O)[nH]2)cc1Cl
 : 1.6	13	-2.0	17
[18] CCCCNC(=O)CS(=O)Cc1nc(-c2ccc(OC)c(OC)c2)oc1C (centres undefined)
 : 1.3	-13	0.1	2
[19] Cc1ccccc1Nc1nnc(-c2ccc(C)c(S(=O)(=O)NCCO)c2)c2ccccc12
 : 0.0	-9	1.4	8
[20] COc1cc2c(cc1NC(=O)C13CC4CC(CC(C4)C1)C3)oc1ccccc12
 : -0.1	4	1.3	0

Compound profiles (already shown):
Results for `O=C(Nc1ccc2[nH]ncc2c1)C1CCN(C(=O)c2cc3cc(F)ccc3[nH]2)CC1` → FBW7 act: 0.1; TEAD-YAP inh: -8; GPR151 ag: -1.6; MITF primary: 0
Results for `CC1(C)CC(=O)c2cc(OCC(=O)NCC3CCCO3)ccc2O1` (centres undefined) → FBW7 act: 0.0; TEAD-YAP inh: 3; GPR151 ag: -0.2; MITF primary: 11

Going on with the list:
Results follow in this order: FBW7 act	TEAD-YAP inh	GPR151 ag	MITF primary
[21] CCOc1ccccc1Nc1nnc(SCC(=O)NC(C)(C)C)s1
 : 0.2	2	1.1	-3
[22] Cn1c(COc2cccc3cccnc23)nnc1SCC(=O)c1ccc(Cl)cc1
 : 0.1	9	-1.3	-4
[23] O=C(OCC(=O)N1CCN(C(=O)c2ccco2)CC1)c1cc(=O)c2ccccc2o1
 : -0.1	2	1.9	-8
[24] Cn1c(=O)c2c(SCC(=O)NC3CCCCC3)nc(-c3ccco3)nc2n(C)c1=O
 : 0.1	3	0.1	-1
[25] CCOc1ccc(C2C(=O)N(C3CCCCC3)CC(=O)N2C2CCCCC2)cc1OC (centres undefined)
 : 0.0	-2	0.4	3
[26] CC(C)(C)C(=O)NC(=S)NCc1ccccc1
 : -0.1	-4	-0.2	7
[27] CC(=Nc1c2c(nc3ccccc13)N(C)CC2)N(C)C
 : 0.2	10	1.5	16
[28] Nc1[nH]c(=S)nc2sc3c(c12)CCCCC3
 : -0.1	-2	-0.2	6
[29] Cc1ccc(C2=CSC3=NS(=O)(=O)CCN23)cc1C
 : -0.3	5	1.6	15
[30] Cc1ccc(N2C(N)=C(C#N)C(c3ccc4c(c3)OCO4)C3=C2CC(C)(C)CC3=O)cc1 (centres undefined)
 : -0.3	42*	-1.6	-11
[31] COc1ccc(CC(=O)NC(C)C(c2cccs2)N2CCOCC2)cc1 (centres undefined)
 : 0.7	0	-0.2	13
[32] CCOc1ccc(-n2c(CNC(=O)c3ccco3)nnc2SCC(=O)N2N=C(c3ccc(OC)cc3)CC2c2ccc(F)cc2)cc1 (centres undefined)
 : -0.1	9	-0.6	9
[33] Cc1noc(C)c1-c1nc(NCc2nc3ccccc3[nH]2)c2ncn(CCN3CCCC3=O)c2n1
 : 0.1	-4	0.3	9
[34] CN(C)C(CNS(=O)(=O)c1ccc(Br)cc1)c1cccnc1 (centres undefined)
 : 0.0	-3	-1.1	1
[35] CN(C)S(=O)(=O)c1cccc(C(=O)NC(=S)N(CCC#N)Cc2cccnc2)c1
 : 0.2	10	0.0	13
[36] COc1ccc(CCNc2ncnc3c2cnn3-c2ccc(Cl)cc2)cc1OC
 : -0.1	2	1.4	5
[37] Cc1ccc(C)c(-c2cc(C(=O)OCC(=O)c3ccc(Cl)c([N+](=O)[O-])c3)c3ccccc3n2)c1
 : 0.5	1	0.4	8
[38] COc1ccc(-c2nn(CC(=O)NC(C)(C)C)c(=O)o2)c2ccccc12
 : 0.1	4	-0.1	7
[39] COc1ccc(S(=O)(=O)NCC2CCC(C(=O)N(C)Cc3ccccc3)CC2)cc1 (centres undefined)
 : -0.1	8	-0.8	3
[40] O=C(CCN1C(=O)c2cccc([N+](=O)[O-])c2C1=O)OC1CCOC1=O (centres undefined)
 : 0.0	-7	-1.0	14
[41] C=CCN1C(=O)/C(=C/c2ccc(OCC(N)=O)cc2)C(=O)NC1=S
 : -0.1	13	0.0	7
[42] O=c1cc(Br)c(=O)[nH][nH]1
 : 0.7	-3	-0.4	20
[43] C=CCOc1ccc(/C=N/NC(=O)C(=O)Nc2ccc(OC)c(OC)c2)cc1
 : 0.1	-3	-0.2	-12
[44] COc1ccc(NC(=O)c2snc3c(=O)[nH]cnc23)cc1OC
 : 0.4	-12	0.8	8
[45] CCOC(=O)CCC(=O)Nc1sc2c(c1C(N)=O)CCCC2
 : -0.1	1	-1.0	-8
[46] Nc1c(/C=C2\C=Nc3ccccc32)c(=O)nc2sc(N3CCOCC3)nn12
 : 0.1	2	0.8	-2
[47] O=C(c1ccc(-c2nnc(-c3ccccc3)o2)cc1)N1CCOCC1
 : 0.2	43*	-9.8	-14
[48] CCN1CCN(C(c2cc(OC)ccc2OC)c2nnnn2CC2CCCO2)CC1 (centres undefined)
 : 0.1	2	1.9	3
[49] ONC(=Nc1ccc(Cl)cc1)c1ccccc1
 : 0.0	-3	1.5	2
[50] O=C(OC1CCCCC1=O)c1cccc(I)c1 (centres undefined)
 : 0.0	-1	-1.8	-2
[51] CCN(C(=O)CSc1nc2c(sc(=S)n2-c2ccccc2C)c(=O)n1-c1ccccc1OC)c1cccc(C)c1
 : -0.1	15	0.2	4
[52] CCOc1ccc(C(=O)CC2(O)C(=O)N(Cc3ccc(Cl)cc3)c3ccccc32)cc1 (centres undefined)
 : -0.1	6	1.0	5
[53] CCN1C(=O)c2cccc3c(NC(=O)/C=C/c4ccc(F)cc4)ccc1c23
 : 0.2	-15	-1.1	12
[54] COc1ccccc1-c1cc(-c2ccccc2)nc(N)c1C#N
 : 1.8	9	0.6	-3
[55] N#C/C(c1nnc2n1CCCCC2)=c1\s/c(=C\c2cccnc2)c(=O)n1-c1ccccc1
 : 0.2	-1	0.3	2
[56] COc1cccc(-c2csc(-n3nc(C)cc3NC(=O)COc3ccc(C)cc3)n2)c1
 : 0.0	2	-0.7	-2
[57] Cc1nnc(C)c2c(C)n(NC(=O)c3ccncc3)c(C)c12
 : 0.6	-6	-0.4	12
[58] OCCC1CN(Cc2cccc(F)c2)CCN1Cc1ccc(F)c(F)c1 (centres undefined)
 : -0.1	-1	-1.3	4
[59] C=CCOc1ccc(/C=c2\sc3n(c2=O)C(c2ccc(OC)c(OC)c2)C(C(=O)OCC)=C(C)N=3)cc1OC (centres undefined)
 : 0.0	-8	0.2	16
[60] Cc1ccc(OCC(=O)N/N=C\c2ccc(F)cc2)c(C)c1
 : 0.2	4	-0.1	4
[61] O=C(Nc1sc2c(c1C(=O)O)CCCC2)c1c(F)cccc1F
 : 0.1	2	0.7	8
[62] Nc1nnc(SCc2c(Cl)cccc2[N+](=O)[O-])s1
 : -0.5	-10	0.5	-3
[63] CC(=O)Oc1ccc2oc(=O)c3c(c2c1)CCCN3C(=O)C(C)N1CCCCC1 (centres undefined)
 : -0.1	9	-0.9	22
[64] CNS(=O)(=O)c1cc(C(=O)Nc2ccc(F)c(F)c2F)ccc1Cl
 : 0.8	-38	-1.6	-3
[65] COc1ccccc1N=c1oc2ccc(Br)cc2cc1-c1nc(-c2ccc(Cl)cc2)cs1
 : 0.0	-8	-0.3	-1
[66] CN1CCN(CCNC(=O)c2ccnc(-n3ncc4cc(Nc5ccc(Cl)cc5)ccc43)c2)CC1
 : -0.2	6	-0.3	11
[67] CCNc1ccc(N2CCC(C(=O)NCCc3ccc(OC)cc3)CC2)nn1
 : 0.1	4	-0.7	1
[68] CC(C)CC1C(=O)Nc2cc(S(C)(=O)=O)ccc2N1C(=O)Cc1cc(F)cc(F)c1 (centres undefined)
 : 0.2	-8	-1.1	4
[69] CCc1cccc2c(C=O)cn(CC(=O)N3CCCC3)c12
 : -0.1	6	0.3	-6
[70] O=C(COC(=O)c1cccc(NC(=O)c2ccc(Cl)cc2Cl)c1)c1ccccc1
 : 0.2	-62	-0.3	-17
[71] COc1ccc(/C=C2\SC(=S)N(NC(=O)Nc3ccccc3)C2=O)cc1
 : -0.2	6	-0.3	13
[72] Cc1cc(S(=O)(=O)NC2CCCC2)ccc1-n1cnnn1
 : -0.1	-6	-0.4	-4
[73] Cc1nc(SCC(=O)NC(=O)NCc2ccco2)c2c(-c3cccs3)csc2n1
 : 0.1	2	5.0*	11
[74] CC(=O)c1nn(-c2cccc(Cl)c2)cc1C(=O)c1nc2ccccc2s1
 : -0.1	-6	-0.4	-6
[75] CC(=O)NS(=O)(=O)c1ccc(Nc2c([N+](=O)[O-])cncc2[N+](=O)[O-])cc1
 : 0.2	3	4.3	16
[76] COCCCNc1nc2nonc2nc1NC1Cc2ccccc2C1
 : 0.0	0	1.7	5
[77] CC1(C)CC(=O)C2=C(C1)OC(N)=C(C#N)C2c1ccc(O)cc1 (centres undefined)
 : -0.1	1	-1.8	1
[78] Cc1ccc2c(c1)c(=O)c1ccccc1n2CCCC(=O)N1CCCC1
 : 0.2	13	0.5	-13
[79] CC(C)CCNC(=O)C(=O)NC1CCCCC1
 : 0.1	-13	-0.2	-8
[80] COCC(=O)N(C)C(Cc1ccc(F)cc1)C1CCN(C(=O)CCc2ccco2)CC1 (centres undefined)
 : -0.1	-1	3.2	14

Looked up by compound from the list above, 3 records:
Results follow in this order: FBW7 act	TEAD-YAP inh	GPR151 ag	MITF primary
[68] CC(C)CC1C(=O)Nc2cc(S(C)(=O)=O)ccc2N1C(=O)Cc1cc(F)cc(F)c1 (centres undefined)
 : 0.2	-8	-1.1	4
[7] CN(C(=O)CN1C(=O)NC2(CCc3ccccc32)C1=O)C(c1ccccc1)c1ccccc1 (centres undefined)
 : -0.1	1	1.2	-1
[6] CC(C)CC(=O)NCC(c1ccco1)N1CCN(c2ccccc2)CC1 (centres undefined)
 : -0.2	-6	-0.1	13
